H69AR growth 86K – proliferation blockers of H69AR lung cancer cells, primary screen, cell-based, human, 86K library; H69AR lung tumor viability, ATP luminescence, 72 h; hits give low values; viability, % at 10 µM; 6% of 85,000 active;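 active means viability at or below 40%; inactive means viability above 40%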;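 further: multidrug resistant small cell line overexpressing MRP-1 efflux transporter; 100% = mean luminescence of untreated control wells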
HUVEC prolif 384 – inhibitors of HUVEC proliferation, primary screen, cell-based, 384-well; 1.1% of 86,000 active; viability, % at 10 µM (by protocol); AID 648, 2007; CellTiter-Glo luminescence, 72 h; hits give low values;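 active means viability at or below 30%; inactive means viability above 30%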;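 further: 100% = median luminescence of DMSO-only cell control wells on each plate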
MT1-MMP txn act – MT1-MMP promoter reporter activation – cell-based, luciferase luminescence, primary screen. 0.16% of 86,000 active. AID 750, 2007. HT1080 MT1-MMP promoter luciferase reporter, overnight; hits give high values. activation factor at 10 µM;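 active means activation factor of at least 2 for MT1-MMP transcription at 10 µM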
Fibroblast inh – antiproliferative effect on LL 47 fibroblasts – human, LL 47 cells, CellTiter-Glo luminescence, primary screen; LL 47 human lung fibroblast viability, ATP luminescence; hits give low values; viability, % at 10 µM; 1.1% of 85,000 active; AID 719, 2007;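 active means viability at or below 50% in the single dose screen; inactive means viability above 50%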;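 further: compound exposure lasted 72 h before the ATP readout; 100% = median luminescence of untreated cell-only wells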
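material = human LL 47 lung fibroblast cells | dosing = compounds added from tenfold dosing solution, 0.1% DMSO final | timing = overnight cell rest, 72 h compound treatment at 37 °C | measured by = CellTiter-Glo luminescence measuring cellular ATP | evaluation = % viability versus median cells-only luminescence | control set = cell-only wells, no compound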
Mac1 fbg enh – enhancers of CD11b/CD18 adhesion to fibrinogen, primary screen, K562 cells, luminescence; Integrin beta-2 (Homo sapiens) + Integrin alpha-M (Homo sapiens), P05107+P11215; AID 1499, 2009; activation, % at 10 µM; ATPlite luminescence; 0.07% of 93,000 active;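 active means 10 µM primary screen giving 50% or more activity, confirmed by 40% or more on retest at that dose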; further: strong numbers were not always called active
Target sequence (P05107 whole entry, looked up, other chains not shown): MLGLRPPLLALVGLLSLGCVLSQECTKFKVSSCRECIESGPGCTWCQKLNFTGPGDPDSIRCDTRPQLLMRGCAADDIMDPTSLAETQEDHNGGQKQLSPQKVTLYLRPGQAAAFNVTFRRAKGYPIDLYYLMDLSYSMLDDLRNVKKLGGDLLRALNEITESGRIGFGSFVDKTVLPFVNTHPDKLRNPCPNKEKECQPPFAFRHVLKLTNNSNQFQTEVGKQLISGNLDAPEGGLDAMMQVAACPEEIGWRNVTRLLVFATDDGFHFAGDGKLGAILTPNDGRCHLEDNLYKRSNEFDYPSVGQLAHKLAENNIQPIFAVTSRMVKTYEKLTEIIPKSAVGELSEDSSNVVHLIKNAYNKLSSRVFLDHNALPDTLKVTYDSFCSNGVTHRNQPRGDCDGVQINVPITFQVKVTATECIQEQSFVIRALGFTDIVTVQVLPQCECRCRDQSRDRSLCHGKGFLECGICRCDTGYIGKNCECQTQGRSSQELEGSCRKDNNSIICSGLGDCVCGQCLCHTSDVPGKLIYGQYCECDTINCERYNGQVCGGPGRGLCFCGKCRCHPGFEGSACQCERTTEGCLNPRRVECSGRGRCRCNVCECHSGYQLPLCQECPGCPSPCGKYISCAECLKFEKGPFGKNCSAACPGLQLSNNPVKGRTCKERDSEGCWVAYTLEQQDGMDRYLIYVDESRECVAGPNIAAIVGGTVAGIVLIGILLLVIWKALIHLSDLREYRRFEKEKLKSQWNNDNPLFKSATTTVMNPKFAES
The depositor's hits bear a star; · = no result given.

Sample of the layout, two compounds:
SMILES | H69AR growth 86K | HUVEC prolif 384 | MT1-MMP txn act | Fibroblast inh | Mac1 fbg enh
CCCn1cnc2c(sc3nc4c(cc32)CSC(C)(C)C4)c1=O | · | · | · | · | -0.9
Cc1ccsc1/C=N/NC(=O)c1cccs1 | · | · | · | · | 9.4

Results, from the first entry:
SMILES | H69AR growth 86K | HUVEC prolif 384 | MT1-MMP txn act | Fibroblast inh | Mac1 fbg enh
CCCn1cnc2c(sc3nc4c(cc32)CSC(C)(C)C4)c1=O | · | · | · | · | -0.9
Cc1ccsc1/C=N/NC(=O)c1cccs1 | · | · | · | · | 9.4
O=C(COc1ccccc1Cl)N1CCN(c2ccc([N+](=O)[O-])c(N3CCCCC3)c2)CC1 | · | · | · | · | 3.5
Cc1cc[n+](-c2nc3ccccc3nc2[N-]S(=O)(=O)c2cccs2)cc1C | · | · | · | · | 2.8
O=C(NNC(=S)Nc1ccc(Br)cc1Cl)c1ccncc1 | · | · | · | · | 2.6
CCOc1c(Cl)cc(Cl)cc1CNCCNCCO | · | · | · | · | -1.8
Nc1nc(Cl)nc(N(c2ccccc2)c2ccccc2)n1 | · | · | · | · | 3.4
Cc1ccc([N+](=O)[O-])cc1S(=O)(=O)N1CCCC1 | · | · | · | · | 2.2
C/C(N)=C(/C#N)C(=O)COC(=O)CCSc1ccccc1Cl | · | · | · | · | -1.8
CCOC(=O)C(=CNc1cccc(N)n1)C(=O)OCC | · | · | · | · | -2.8
COc1ccc(C(=O)N/N=c2\oc3ccccc3cc2C(=O)NCc2ccccc2)cc1 | · | · | · | · | -1.7
COC(=O)C(C)n1nc(C)n(-c2ccc(C)cc2)c1=O (configuration not stated) | · | · | · | · | 1.6
CC(C(=O)Nc1ccc(Cl)cc1)c1ncc(C(F)(F)F)cc1Cl (configuration not stated) | · | · | · | · | 6.7
COc1ccnc(NCc2cccnc2)c1C#N | · | · | · | · | -7.1
CCC(CC)NC(=O)c1cc([N+](=O)[O-])ccc1N1CCOCC1 | · | · | · | · | 0.1
Cc1ccc(/C=C(\C#N)C(=O)NCC2CCCO2)o1 (configuration not stated) | · | · | · | · | 4.7
Cc1nc2scc(-c3cccs3)c2c(=O)[nH]1 | · | · | · | · | 6.5
O=C(C[n+]1ccc(-c2nnc3n2CCC3)cc1)c1ccc(Cl)cc1 | · | · | · | · | 3.9
COc1ccc(-c2csc(N(Cc3ccccc3)C(=O)COc3ccc(Cl)cc3)n2)cc1 | · | · | · | · | -6.3
Cn1nc(C(F)(F)F)c2cc(C(=O)Nc3ccc(Cl)cc3)sc21 | · | · | · | · | 1.4
Cc1ccc(-c2cc(N)on2)cc1 | · | · | · | · | 4.6
O=C(CSc1ncnc2scc(-c3ccccc3)c12)N1CCN(Cc2ccc3c(c2)OCO3)CC1 | · | · | · | · | 22.9
O=C(CCc1ccc(S(=O)(=O)N2CCOCC2)cc1)Nc1ccc(N2CCOCC2)cc1 | · | · | · | · | -7.6
O=C(CSc1nnc(Nc2ccccc2)s1)NCc1cccs1 | · | · | · | · | 0.8
COc1ccccc1C/C(N)=N/OC(=O)c1cccc([N+](=O)[O-])c1 | · | · | · | · | 2.0
Cc1[nH]c2ccccc2c1/C=C(\C#N)C(=O)NC(C)c1ccccc1 (configuration not stated) | · | · | · | · | 1.6
O=C(COC(=O)CCc1c[nH]c2ccccc12)NC(c1ccccc1)c1ccccc1 | · | · | · | · | 3.7
O=C(CCCN1C(=O)/C(=C/c2ccccc2Cl)SC1=S)NNC(=O)c1ccccc1Cl | · | · | · | · | 3.0
CC1CCN(c2c(NCc3ccc(C(=O)N4CCc5ccccc54)cc3)c(=O)c2=O)CC1 | · | · | · | · | -9.3
COc1cc(OC)c(-c2nnc3n(CCc4ccccc4)c(=O)c4ccccc4n23)cc1OC | · | · | · | · | 0.9
Cc1cccc(NC(=O)CSc2nnc(CCC(=O)Nc3ccc(C)c(Cl)c3)n2C)c1 | · | · | · | · | 6.7
Cc1cccc(OCCNC(=O)c2ccc(Oc3ccc(C(F)(F)F)cc3[N+](=O)[O-])cc2)c1 | · | · | · | · | -4.2
Cc1cc(C)cc(OCC(=O)OC/C(O)=C(\C#N)c2nc3ccccc3[nH]2)c1 | · | · | · | · | 22.2
C/C(=N\NC(=O)c1cccc(S(=O)(=O)Nc2cccc(Cl)c2)c1)c1cccs1 | · | · | · | · | -2.5
COc1ccc(C(=O)CN2C3=NCCCN3c3ccccc32)cc1OC | 92.2 | 91.0 | · | 101.9 | ·
O=C(CSc1nnc2scc(-c3ccccc3)n12)NCc1ccco1 | 95.5 | 91.8 | · | 102.9 | ·
COc1ccc(NC(=O)C2CCCN(S(=O)(=O)c3cccc4nonc34)C2)c(OC)c1 (configuration not stated) | 95.5 | 105.6 | · | 102.7 | ·
COc1ccc(Oc2ccc(S(=O)(=O)N3CCCCC3)cc2S(=O)(=O)N2CCCCC2)cc1 | 94.5 | 97.4 | · | 106.5 | ·
COCCNC(=O)c1cc(-c2cccs2)on1 | · | · | 1.2 | · | -0.1
CCCOc1ccc(C(CC(=O)O)NC(=O)c2ccc3c(c2)OCO3)cc1 (configuration not stated) | · | · | 1.1 | · | -0.3

An excerpt of these results, as a markdown table:
| SMILES | H69AR growth 86K | HUVEC prolif 384 | MT1-MMP txn act | Fibroblast inh | Mac1 fbg enh |
| --- | --- | --- | --- | --- | --- |
| Cc1cccc(OCCNC(=O)c2ccc(Oc3ccc(C(F)(F)F)cc3[N+](=O)[O-])cc2)c1 | · | · | · | · | -4.2 |
| Cc1cc(C)cc(OCC(=O)OC/C(O)=C(\C#N)c2nc3ccccc3[nH]2)c1 | · | · | · | · | 22.2 |
| C/C(=N\NC(=O)c1cccc(S(=O)(=O)Nc2cccc(Cl)c2)c1)c1cccs1 | · | · | · | · | -2.5 |
| COc1ccc(C(=O)CN2C3=NCCCN3c3ccccc32)cc1OC | 92.2 | 91.0 | · | 101.9 | · |
| O=C(CSc1nnc2scc(-c3ccccc3)n12)NCc1ccco1 | 95.5 | 91.8 | · | 102.9 | · |
| COc1ccc(NC(=O)C2CCCN(S(=O)(=O)c3cccc4nonc34)C2)c(OC)c1 (configuration not stated) | 95.5 | 105.6 | · | 102.7 | · |

Next section:
SMILES | H69AR growth 86K | HUVEC prolif 384 | MT1-MMP txn act | Fibroblast inh | Mac1 fbg enh
COc1ccc(-c2cc(C(F)(F)F)nc(N3CCCCCC3)n2)cc1 | · | · | 0.9 | · | 3.0
CCN1CCN(c2cc(C)c3cc(NC(=O)c4ccc5c(c4)OCO5)ccc3n2)CC1 | · | · | 1.2 | · | -3.3
CC(C)COCC1CC2(CC(C)(c3csc(N)n3)OC2=O)C(=O)O1 (configuration not stated) | · | · | 1 | · | 4.4
COc1ccc(S(=O)(=O)N2CCC(C(=O)Nc3cccc(Cl)c3)CC2)cc1OC | · | · | 1 | · | -1.9
COC(=O)CSc1ccc2nnc(-c3ccc(OC)c(OC)c3)n2n1 | · | · | 1 | · | 0.0
COC(=O)c1ccccc1NS(=O)(=O)c1ccc(O)c(C(=O)O)c1 | · | · | 1.1 | · | 0.5
Cc1cc(C(F)(F)F)nc(SCC(=O)Nc2cc(C)on2)n1 | · | · | 1.1 | · | -6.8
Cc1cnc(SCCc2ccncc2)nc1C | · | · | 1.1 | · | -2.0
CN(C)c1nc(C(=O)Nc2ccccc2)nc(N(C)C)n1 | · | · | 1.3 | · | 0.2
Cc1cc(NC(=O)Cn2nnc3sc4c(c3c2=O)CCC(C(C)(C)C)C4)no1 (configuration not stated) | · | · | 1.2 | · | 1.2
O=C(CSc1nnc2ccccn12)NC(=O)NC1CCCC1 | · | · | 1.1 | · | 2.7
O=C1OCC(c2ccccc2)=C1c1ccc(S(=O)(=O)N2CCOCC2)s1 | · | · | 1 | · | -4.3
CSc1ccccc1NS(=O)(=O)c1ccccc1 | · | · | 1 | · | -2.4
CCCC(O)(CCN1CCOCC1)c1ccc(Br)cc1 (configuration not stated) | · | · | 1.1 | · | 2.4
CC(C)(C)n1ncc2c(=O)n(CC(=O)NCc3ccccc3Cl)cnc21 | · | · | 0.8 | · | -0.4
CCN1C(=O)CC(c2ccco2)Sc2ccccc21 (configuration not stated) | · | · | 1.2 | · | 3.4
CC(C)(C)NC(=O)NC(=O)COC(=O)CNC(=O)c1cccc(F)c1 | · | · | 1 | · | 4.3
COC(=O)c1cc(-c2cccc(OC)c2)on1 | · | · | 1.1 | · | -7.0
CCOC(=O)C1CCN(S(=O)(=O)c2ccc(OCC)cc2)CC1 | · | · | 1 | · | 4.4
CCOc1ccc2noc3c2c1C(=O)c1ccccc1-3 | · | · | 1.1 | · | 3.9
N[C@@H](Cc1ccccc1)c1nnc(SCc2ccccc2Cl)o1 | · | · | 1.2 | · | 4.2
CS(=O)(=O)Nc1ccccc1C(=O)O | · | · | 1.1 | · | 3.0
CC(=O)c1c(C)[nH]c(C(=O)NCCC2=CCCCC2)c1C | · | · | 0.8 | · | -2.9
CCN1CCN(c2cc(=O)n(-c3cc(Cl)ccc3C)c(=O)[nH]2)CC1 | · | · | 1.2 | · | 0.2
COc1ccccc1N1CCN(C(=O)CN(c2ccccc2OC)S(=O)(=O)c2ccccc2)CC1 | · | · | 0.9 | · | 2.1
CCN(CC)C(=O)CCCOc1ccc(Cl)cc1Cl | · | · | 1.4 | · | 3.8
CCC(C)NC(=O)NC1C(NC(=O)NC(C)CC)N(C)C(=O)N1C (configuration not stated) | · | · | 0.9 | · | -2.4
O=C(CC1SCCNC1=O)Nc1cccc(Cl)c1 (configuration not stated) | · | · | 1.3 | · | -0.4
CC1CCN(C(=O)Cn2cc(C(=O)c3ccco3)c3ccccc32)CC1 | · | · | 1.2 | · | 0.1
CC(NO)C(C)(C)NO (configuration not stated) | · | · | 1 | · | 2.7
Cc1ccc(C)c(NS(=O)(=O)c2cc(Br)cnc2N)c1 | · | · | 1.1 | · | -6.1
CCOC(=O)CC1=C(C(=O)OCC)C(c2ccncc2)C(C#N)=C(N)O1 (configuration not stated) | · | · | 1.1 | · | -3.9
CCCn1c(=N)n(CC(=O)OCC)c2ccccc21 | · | · | 1.1 | · | 0.9
CCOC(=O)C(C)C1(O)c2ccccc2-c2ncccc21 (configuration not stated) | · | · | 0.9 | · | 0.9
CC1(C)CC(=O)C(C2=NC(C)(C)Cc3ccccc32)=C(O)C1 | · | · | 1 | · | -2.2
O=P(O)(CN1CCCCCC1)CN1CCCCCC1 | · | · | 1.1 | · | -2.5
CCCCOc1ccc(C2C3CN(C(=O)OCC)CC=C3C(C#N)=C(N)C2(C#N)C#N)cc1OC (configuration not stated) | · | · | 1.2 | · | 8.1
O=C(O)CCS(=O)(=O)Cc1cccc(Cl)c1 | · | · | 1.1 | · | -0.1
COc1ccc(-n2c(Cc3cccn3C)nnc2SCC(=O)N2CCCc3ccccc32)cc1 | · | · | 0.9 | · | 2.2
Fc1ccc(CNc2nc(-c3ccco3)cc(C(F)(F)F)n2)cc1 | · | · | 1 | · | -2.3
COCCn1cnc2cc(C)c(C)cc21 | · | · | 1.1 | · | -3.6
Cc1cc(C)n2nc(SCC(=O)c3ccccc3)nc2n1 | · | · | 1.3 | · | -2.4
COc1ccc(OC)c(NC(=O)c2nnn(Cc3ccccc3C)c2N)c1 | · | · | 0.9 | · | -3.3
COCCCn1cnc2c(c1=O)c1nc3ccccc3nc1n2CCc1ccccc1 | · | · | 1 | · | -5.5
COc1ccc(-n2c(SCC(=O)NCC3CCCO3)nc3n[nH]c(C)c3c2=N)cc1 (configuration not stated) | · | · | 1.1 | · | 3.1
Cc1nnc(NCc2n[nH]c(=O)c3ccccc23)c2ccccc12 | · | · | 1.1 | · | -3.0
CCCOc1cccc(C(=O)Nc2cc(NC(=O)c3ccco3)ccc2OC)c1 | · | · | 1.1 | · | 3.9
O=C(Nc1ccccc1OC(F)F)c1ccccc1 | · | · | 0.9 | · | -1.4
CCC(=O)Oc1ccc2c(C)cc(=O)oc2c1C | · | · | 1.1 | · | 6.1
CN(CCc1ccccn1)C(=O)CN(C)S(=O)(=O)c1ccc2c(c1)c(=O)n(C)c(=O)n2C | · | · | 1 | · | 1.9
O=C(O)C1C2CCC(O2)C1C(=O)Nc1cccc(F)c1 (configuration not stated) | · | · | 1.3 | · | -1.7
CC(C)C(NCc1c(Cl)cccc1Cl)C(=O)O (configuration not stated) | · | · | 1.1 | · | -3.2
Cc1cc(S(=O)(=O)NCCc2ccccc2)c(C)s1 | · | · | 1.2 | · | -2.5
CN(C)c1ccc(NC(=O)CN2CCN(S(=O)(=O)c3cc(Cl)ccc3Cl)CC2)cc1 | · | · | 1.1 | · | 1.0
OC(CNCCCN1CCCCC1)COc1ccccc1 (configuration not stated) | · | · | 1 | · | -0.3
COC(=O)c1cccc(N(C(=O)c2cnccn2)C(C(=O)NCc2ccccc2)c2ccco2)c1 (configuration not stated) | · | · | 1.1 | · | 0.6
COc1ccccc1N=c1oc2cc(O)ccc2cc1C(N)=O | · | · | 0.9 | · | 2.3
COc1ccc(-n2c(SCC(=O)Nc3cc(C)on3)nc3ccc(O)cc3c2=O)cc1OC | · | · | 1.1 | · | -2.7

Some of the compounds tested. The share of hits here may be higher or lower than overall.
